Assay outcomes (PubChem BioAssay)
BLM helicase inh – blocks DNA unwinding by human BLM helicase; Potency, µM (titrated, usually from 56.1 µM), for inactives: top-dose activity change, negative = inhibition, actives largely listed as inhibitors; 350,000 tested, 0.2% active; P54132; recombinant BLM DNA unwinding, fluorescence dequenching;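 note: potency is the fitted concentration of half-maximal effect; plate controls were vehicle for no effect and no enzyme for full effect; nearly all actives have a fitted effect of over 35% in size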
POLI inh – inhibitors of human DNA polymerase iota. Q9UNA4. Pol iota fluorescent replication assay, 10 min. Potency, µM (series often up to 115 µM), for inactives: at the top dose activity, negative = inhibition, usual class: inhibitors. 390,000 tested, 1% active. AID 588590; note: potency is the fitted concentration of half-maximal effect
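Pol iota at 10 nM preincubated 15 min with compounds at room temperature; reaction started with fluorescent substrate, 50 nM final. Fluorescence read kinetically at 0 and 10 min; buffer-only wells as negative control.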
Tb PGK inh – blocks T. brucei phosphoglycerate kinase. P07378. PGK/GAPDH coupled, Kinase-Glo luminescence, 60 min. Potency, µM (series often up to 57.5 µM), inactives show top-dose activity change, negative = inhibition, actives largely listed as inhibitors. 380,000 tested, 0.043% active. AID 602233; note: potency is the fitted concentration of half-maximal effect; % is set by controls: 0 for no effect and ±100 for the full control effect; nearly all actives have a fitted effect of over 60% in size
Target sequence (P07378 whole entry, looked up): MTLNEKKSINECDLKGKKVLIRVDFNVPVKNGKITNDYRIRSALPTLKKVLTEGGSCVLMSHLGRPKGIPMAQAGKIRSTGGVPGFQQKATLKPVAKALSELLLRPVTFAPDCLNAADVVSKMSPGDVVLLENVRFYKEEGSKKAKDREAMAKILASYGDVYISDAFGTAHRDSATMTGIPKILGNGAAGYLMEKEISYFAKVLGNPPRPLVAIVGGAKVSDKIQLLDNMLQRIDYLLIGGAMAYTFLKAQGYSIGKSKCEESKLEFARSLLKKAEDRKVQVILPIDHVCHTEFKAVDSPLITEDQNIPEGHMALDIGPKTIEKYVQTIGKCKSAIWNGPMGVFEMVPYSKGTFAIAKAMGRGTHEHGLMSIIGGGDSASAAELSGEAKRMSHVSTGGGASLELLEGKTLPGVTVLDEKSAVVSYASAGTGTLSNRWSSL
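Recombinant glycosomal PGK reaction used 1,3-bisphosphoglycerate generated in-well by GAPDH (100nM final) in 100mM TEA pH 7.6, 5mM MgCl2, 0.01% Tween-20. After 60 minutes at room temperature, ATP was read by Kinase-Glo Plus luminescence end-point.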
Apoferritin bind – binds horse apoferritin like a general anesthetic; P02791; apoferritin/1-aminoanthracene competitive binding, fluorescence; Potency, µM (doses to about 77.5 µM), inactives show at the highest dose activity change, negative = displacement, usual class: inhibitors; 350,000 tested, 0.074% active; note: potency is the fitted concentration of half-maximal effect; % is set by controls: 0 for no effect and ±100 for the full control effect; nearly all actives have a fitted effect of over 20% in size
Target sequence (P02791 2-175 limits assumed): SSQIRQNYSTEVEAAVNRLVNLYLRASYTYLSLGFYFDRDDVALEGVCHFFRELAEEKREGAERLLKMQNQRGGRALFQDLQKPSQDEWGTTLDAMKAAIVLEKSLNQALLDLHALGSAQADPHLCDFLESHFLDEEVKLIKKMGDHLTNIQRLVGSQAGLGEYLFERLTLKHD
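Read-out: endpoint 1-AMA fluorescence, excitation 380 nm and emission 535 nm, after compounds sit 10 min at room temperature with 10 uM horse-spleen apoferritin in 50% saturated 1-AMA/PBS. Values come from four-parameter Hill fits.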
APE1 inh – APE1 (human) endonuclease inhibition. recombinant APE1, TAMRA/BHQ-2 abasic DNA cleavage fluorescence. 350,000 tested, 0.35% active. P27695. Potency, µM (doses to about 65.8 µM), without a hit: top-dose activity change, negative = inhibition, actives largely listed as inhibitors;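 note: potency is the fitted concentration of half-maximal effect; plate controls were vehicle for no effect and reference inhibitor for full effect; nearly all actives have a fitted effect of over 55% in size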
Target sequence (P27695 whole entry, looked up): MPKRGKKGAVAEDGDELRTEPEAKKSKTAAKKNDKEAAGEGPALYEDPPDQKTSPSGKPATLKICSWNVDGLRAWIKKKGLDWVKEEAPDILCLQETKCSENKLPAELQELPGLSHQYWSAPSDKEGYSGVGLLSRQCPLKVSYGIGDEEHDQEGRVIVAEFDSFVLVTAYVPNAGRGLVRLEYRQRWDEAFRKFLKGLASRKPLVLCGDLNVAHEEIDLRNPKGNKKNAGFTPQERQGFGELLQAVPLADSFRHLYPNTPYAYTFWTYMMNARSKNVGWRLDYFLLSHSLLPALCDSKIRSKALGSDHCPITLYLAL
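Readout is kinetic fluorescence (ex 525, em 598 nm) from cleavage of 50 nM TAMRA/BHQ-2 THF abasic duplex by 0.75 nM APE1, compound added 15 min beforehand at RT.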
POLK inh – DNA polymerase kappa (human) inhibition | 400,000 tested, 0.53% active | Q9UBT6 | Potency, µM (titrated, usually from 107 µM), for inactives: at the highest dose activity, negative = inhibition, hits mostly inhibitors | AID 588579 | purified Pol kappa, fluorescent DNA synthesis assay, 10 min; note: potency is the fitted concentration of half-maximal effect; % is set by controls: 0 for no effect and ±100 for the full control effect
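Enzyme at 10 nM met test compounds for 15 min at room temperature. Substrate addition (50 nM final) began the reaction, which was monitored by fluorescence at 0 and 10 min.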
RXFP1 antag – blocks the human relaxin receptor RXFP1; Q9HBX9; HEK293-RXFP1, relaxin-stimulated cAMP HTRF, 30 min; stronger effect = lower value; activity change, negative = inhibition, % at 57.5 µM; 350,000 tested, 0.59% active; AID 1259400;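 active = activity change of -60% or lower, but not beyond a set lower limit; inconclusive = change between -60% and -40%, or beyond the set limit; inactive = change above -40%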; note: % is set by controls: 0 for no effect and ±100 for the full control effect
POLB inh – blocks human DNA polymerase beta activity; P06746; Pol beta primer extension/strand displacement, fluorescence kinetic; Potency, µM (doses to about 114 µM), for the others: top-dose activity change, negative = inhibition, most hits filed as inhibitors; 340,000 tested, 1.3% active; AID 485314; note: potency is the fitted concentration of half-maximal effect; % is set by controls: 0 for no effect and ±100 for the full control effect
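10 nM enzyme + cpd, 15 min RT; start with substrate 50 nM final; read 0 min and after 10 min RT. Corrected, normalized data; 4-parameter Hill curve fit.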
Pol eta inh – inhibitors of human DNA polymerase eta; Q9Y253; recombinant Pol eta, fluorescent DNA replication assay; Potency, µM (titrated, usually from 114 µM), for the others: top-dose activity change, negative = inhibition, usual class: inhibitors; 390,000 tested, 1.2% active; note: potency is the fitted concentration of half-maximal effect; % is set by controls: 0 for no effect and ±100 for the full control effect
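Fluorescent replication assay: 50 nM final substrate added after a 15 min room-temperature compound preincubation with 10 nM enzyme. Signal taken at 0 min and again at 10 min.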
An asterisk follows results filed as active; i = inactive; u = inconclusive; x = no result given; [ ] = remark or other dose. Unless noted, calls come from the whole dose curve; as a rule, active = well fitted curve in the direction sought with a large enough effect; inconclusive = small, poorly fitted or top-dose-only effect, or another doubt; inactive = no such curve, though single readings can be large; an effect the other way counts as inactive or inconclusive. Some of the compounds tested, so the mix of outcomes need not match the whole.

Values run as follows: POLI inh	APE1 inh	BLM helicase inh	Pol eta inh	Apoferritin bind	RXFP1 antag	Tb PGK inh	POLB inh	POLK inh
Cc1cccc(C(=O)N2CCC(=O)N([C@H](COCc3ccc(Cl)cc3)Cc3ccccc3)CC2)c1
    x	-6.9%	-11.0%[75.6 µM]	x	36.6%[activator]	x	x	x	-13.5%[60.1 µM]
Clc1cccc(Oc2cnc3ccccc3n2)c1
    4.5%	-1.2%	-2.8%	-6.7%	u	-6.6	10.3%	13.6%	-5.8%
Cc1ccc([N+](=O)[O-])cc1S(=O)(=O)Nc1cccc(-c2ccc(N3CCCC3)nn2)c1
    25.0%	9.6%	x	u	x	-10.6	-11.2%	x	-17.6%
O=C(C[n+]1ccccc1)N/N=C/c1ccc(Br)cc1
    36.1%[activator]	17.9%	x	-1.5%	x	-16.1	3.5%	x	-23.4%
O=C(NCCN1CCOCC1)c1cc2cc(Br)ccc2oc1=O
    10.9%	10.9%	-3.7%	4.7%	-2.5%	x	-3.1%	6.4%	-1.1%
CCn1nc(C)c(CNC(=O)CCc2nnc(Cc3c[nH]c4ccccc34)o2)c1C
    18.6%	-7.1%	-0.9%	-6.1%	-6.2%	-0.6	i	8.0%	9.7%
CCn1cc(CN2CCCC(C(=O)c3ccc(-c4ccccc4)cc3)C2)cn1 (stereo not drawn)
    55.0%[activator]	1.4%	3.1%	-27.3%	-2.9%	-8.0	5.3%	7.4%	2.8%
Cc1cc(C)c2c(CC(=O)Nc3nnc(C(C)C)s3)coc2c1
    u	x	-2.0%	-12.0%	-10.5%	-14.0	-9.0%	16.6%	5.5%
O=C(O)c1ccc2c(=O)n3c(nc2c1)/C(=C/c1cccc(Cl)c1Cl)CC3
    u	38.7%	0.0%	-8.8%	-2.8%	-17.5	-3.4%	10.8%	3.2%
CCOC(=O)c1ccc(NC(=O)CSc2nnc(CNc3ccc(C)cc3)n2C)cc1
    9.8%	0.2%	-3.5%	3.8%	-10.8%	-11.7	2.0%	15.5%	-6.4%
CC(C)(C)NS(=O)(=O)c1ccc(NS(=O)(=O)c2ccc(F)cc2)cc1
    14.1%	-2.7%	1.2%	-9.8%	-20.0%	9.8	-2.9%	3.2%	-8.1%
COC(=O)c1ccc(COc2ccc(/C=N/NC(=O)C(=O)Nc3ccc(OC)cc3)cc2OC)o1
    40.8%[activator]	0.4%	-5.7%	-4.0%	3.0%	-17.1	4.0%	-1.7%	1.8%
CCCN(CC(=O)Nc1ccccc1C)C(=O)c1cn2ccccc2n1
    -1.9%	1.7%	x	-6.6%	x	7.3	1.9%	x	-11.7%
COc1ccc(Br)cc1/C=C/C(=O)Nc1ccc2ccccc2c1
    24.5%	-19.8%	-5.9%	-21.8%	-3.1%	-18.4	-0.1%	18.2%	-0.5%
COc1nnc(-c2ccc(C)c(S(=O)(=O)NCCO)c2)c2ccccc12
    10.2%	-6.1%	1.3%	-15.2%	10.0%	-15.4	1.1%	-2.0%	-3.3%

A draw from above in order of molar mass, falling.
Values run as follows: POLI inh	APE1 inh	BLM helicase inh	Pol eta inh	Apoferritin bind	RXFP1 antag	Tb PGK inh	POLB inh	POLK inh
COC(=O)c1ccc(COc2ccc(/C=N/NC(=O)C(=O)Nc3ccc(OC)cc3)cc2OC)o1
    40.8%[activator]	0.4%	-5.7%	-4.0%	3.0%	-17.1	4.0%	-1.7%	1.8%
CCn1nc(C)c(CNC(=O)CCc2nnc(Cc3c[nH]c4ccccc34)o2)c1C
    18.6%	-7.1%	-0.9%	-6.1%	-6.2%	-0.6	i	8.0%	9.7%
COc1nnc(-c2ccc(C)c(S(=O)(=O)NCCO)c2)c2ccccc12
    10.2%	-6.1%	1.3%	-15.2%	10.0%	-15.4	1.1%	-2.0%	-3.3%

Other compounds
Values run as follows: POLI inh	APE1 inh	BLM helicase inh	Pol eta inh	Apoferritin bind	RXFP1 antag	Tb PGK inh	POLB inh	POLK inh
Cc1cccc(NC(=O)NCCN2CCCCC2)c1
    -6.6%	22.3%	-1.8%	-10.0%	-2.7%	-6.2	-7.1%	28.4%	5.2%
O=C(c1ccc(N2CCOCC2)c([N+](=O)[O-])c1)N1CCCC(C(F)(F)F)C1 (stereo not drawn)
    42.4%[activator]	3.3%	x	-15.4%	x	-6.3	-7.9%	x	-8.1%
COc1ccc(/C=C2\N=C(SC)NC2=O)cc1
    -11.2%	2.2%	4.4%	-10.6%	-16.9%	-12.3	-5.9%	24.8%	-0.2%
COc1ccc(C(=O)N[C@H](C(=O)NCCc2ccc3c(c2)OCCO3)C(C)C)cc1
    6.9%	21.9%	x	-1.1%	x	1.3	2.8%	x	3.8%
CC(C)(C)c1ccc(OCCC(=O)OCC(=O)NC2CC2)cc1
    10.8%	8.9%	x	-2.1%	x	-11.0	-3.0%	x	2.8%
Cc1cc([N+](=O)[O-])ccc1NCc1ccccc1
    -3.6%	6.5%	-3.0%	-9.3%	11.2µM*	-3.6	-2.7%[11.5 µM]	27.9%	-10.5%
CCOc1ccccc1NC(=O)C(C)n1nnc2sc3c(c2c1=O)CCCC3 (stereo not drawn)
    14.1%	x	1.7%	x	26.4%	2.6	x	u	-2.4%
CC1CCN(C(=O)CSc2ccc(-c3cccc([N+](=O)[O-])c3)nn2)CC1
    14.2%	21.7%	-2.5%	-22.4%	-8.6%	-13.9	i	8.2%	-7.9%
CC(C)(C)C(=O)NC1CC2CCCC(C1)N2C(=O)Nc1ccccc1Cl (stereo not drawn)
    0.2%	-0.1%	-1.2%	-10.1%	-6.0%	-0.9	9.7%	39.7%	1.6%
Cc1ccc(C(=O)NCc2ccccc2)c(F)c1F
    15.8%	1.7%	0.1%	11.6%	-20.4%	2.9	-4.1%	26.7%	-3.7%
COC(=O)c1ccccc1NC(=O)CSc1ccccc1
    7.4%	-10.9%	-14.8%	-12.6%	-18.5%	-4.9	-4.7%	3.9%	-18.6%
O=c1[nH][nH]c(=O)c2c1[nH]c(=S)n2Cc1ccccc1
    15.6%	x	x	-8.5%	x	13.5	9.0%	x	-10.2%
Cc1cccc(-c2nc3c(s2)CCc2onc(-c4ccc(Br)cc4)c2-3)c1
    -7.4%	18.1%	-2.5%	-9.4%	-10.8%	x	-17.5%	10.7%	-6.8%
CC(C)(C)n1nnnc1C(c1cccs1)N1CCN(c2ccccc2)CC1 (stereo not drawn)
    40.1%[activator]	0.2%	-1.4%	-15.0%	-12.8%	-1.5	-3.9%	9.6%	-19.5%
O=C1Nc2ccc(F)cc2C12Nc1ccccc1-c1nnc(SCc3ccccc3Cl)nc1O2 (stereo not drawn)
    -7.7%	-4.5%	-5.8%	u	u	-20.5	-3.8%	-23.9%	-7.9%
Cc1nc(N2CCN(c3ccc(Cl)cc3)CC2)[nH]c(=O)c1C
    -2.9%	16.2%	-3.7%	-11.8%	-4.6%	1.6	i	40.1%	3.8%
CC/C(=N\NC(=O)c1ccccc1Cl)c1ccc(Br)s1
    19.6%	1.6%	-0.3%	u	-10.2%	-10.8	4.6%	15.5%	-0.2%
COc1ccc(-n2cc(C(=O)N(C)c3cc(C)ccc3OC)c3ccccc3c2=O)cc1
    u	x	-10.8%	-10.2%	u	-4.3	-1.1%	17.1%	-2.1%
CC12CN3CC(C)(CN(C1)C3c1ccc(Cl)cc1Cl)C2O (stereo not drawn)
    2.2%	1.3%	1.9%	-0.9%	-9.7%	3.4	-2.7%	5.8%	-9.2%
CCOC(=O)c1[nH]c(C)c(C(=O)N2CCCC(Nc3ccc(C)c(C)c3)C2)c1C (stereo not drawn)
    48.5%[activator]	78.4%[activator]	0.6%	-10.0%	-3.2%	-13.9	i	-1.1%	5.7%
N#Cc1c(N2CCCCC2)nc(N)c2c(N)nc3c(c12)CC(CCl)O3 (stereo not drawn)
    158.5%[activator]	0.2%	-0.6%	-14.1%	42.2%[activator]	-25.9	-4.7%	u	-9.4%
COc1ccc(NC(=O)c2ccco2)cc1S(=O)(=O)N1CCOCC1
    19.3%	-1.2%	3.0%	0.7%	-2.5%	-3.2	4.2%	-0.9%	-15.0%
Cc1ccc([N+](=O)[O-])cc1S(=O)(=O)NCC1COc2ccccc2O1 (stereo not drawn)
    13.9%	45.6%[activator]	-6.4%	-11.4%	-31.7%	-2.1	-1.0%	-26.4%	-5.9%
CCOc1ccc(NC(=O)CN(c2cc(C)cc(C)c2)S(=O)(=O)c2c(C)noc2C)cc1
    19.6%	-2.7%	-4.8%	-29.4%	7.0%	x	-3.0%	5.4%	0.7%
COc1ccc(C(CC(=O)O)NC(=O)COc2ccccc2)cc1 (stereo not drawn)
    25.3%	5.2%	2.7%	-14.0%	0.7%	3.2	-3.8%	17.6%	14.3%
CC(=O)c1ccc(NC(=O)COC(=O)C2CC3C=CC2C3)cc1 (stereo not drawn)
    -3.1%	3.2%	x	-6.1%	x	8.3	0.7%	x	-9.1%
COCCN(C(=O)c1ccco1)c1nc(-c2ccccc2)cs1
    94.7%[activator]	21.4%	-8.6%	-23.1%	-19.6%	-28.5	1.7%	26.3%	-2.4%
CCc1nc(SCc2nc3ccccc3[nH]2)c2oc3ccccc3c2n1
    14.9%	-2.7%	-1.7%	-20.3%	-22.0%	-9.6	1.1%	u	-12.1%
Cc1cccc(-c2c(NC(=O)c3ccco3)oc3ccc(Cl)cc3c2=O)c1
    17.1%	35.5%	0.6%	-0.8%	-4.8%	6.7	3.4%	1.6%	-16.7%
CC(C)OC(=O)C(C)Nc1n[nH]c(=S)[nH]c1=O (stereo not drawn)
    63.6%[activator]	-0.9%	0.4%	-12.7%	-8.9%	-31.3	i	0.1%	-2.6%
Cc1cc(C)n(-c2nc(O)cc(=O)[nH]2)n1
    12.9%	17.1%	5.8%	-15.0%	-1.7%	-3.7	-2.5%	39.1%	1.8%
CCOc1ccc(NC(=S)N2CCN(S(=O)(=O)c3ccc(OC)cc3)CC2)cc1
    15.2%	-31.5%	-7.0%	-6.5%	-17.8%	-4.7	-8.6%	0.0%	-9.5%
CCn1ccc2cc(S(=O)(=O)N3CCCN(C(=O)NCCOC)CC3)ccc21
    3.5%	x	2.2%	-18.6%	0.1%	x	-2.7%	-13.9%	3.0%[60.1 µM]
